Screening data: PubChem BioAssay, National Center for Advancing Translational Sciences (NCATS)
KB-V1 MDR tox = qHTS assay for MDR1-selective chemotherapeutics: Primary screen using the drug-selected MDR subline cells KB-V1; AID 1347076, 2019; KB-V1 MDR cells viability, CellTiter-Glo, 72 h; Potency, µM (titrated, usually from 46.1 µM), for the others: at the top dose activity change, negative = cytotoxicity, most hits filed as cytotoxic; actives 3.4% (n = 400,000); note: potency is the fitted concentration of half-maximal effect; % is set by controls: 0 for no effect and ±100 for the full control effect; nearly all actives have a fitted effect of over 60% in size
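Cytotoxicity toward P-gp-expressing KB-V1 cells was determined as loss of CellTiter-Glo luminescence after 72 h at 37 degrees C. Compounds were tested in quantitative HTS format across a concentration range, with curves fitted to normalized data.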
IL-1B inflam inh = qHTS for Inhibitors of Inflammasome Signaling: IL-1-beta AlphaLISA Primary Screen | THP-1 LPS/ATP IL-1B secretion, AlphaLISA, 16 h; hits give low values | activity change, % at 57.5 µM | actives 4.7% (n = 360,000); in the data active = activity change below about -50%; inconclusive = mostly about -30% to -49%; note: % is set by controls: 0 for no effect and ±100 for the full control effect
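Secreted IL-1B measured by AlphaLISA bead assay after 16 h compound exposure of THP-1 cells; compounds (final up to 57.5 uM) added 1 h before LPS (250 ng/mL) and ATP (1.25 mM) stimulation; lower signal means less secretion.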
HT1080NT lethal = qHTS for induction of synthetic lethality in tumor cells producing 2HG: qHTS for the HT-1080-NT fibrosarcoma cell line; HT-1080-NT fibrosarcoma viability, CellTiter-Glo ATP luminescence, 48 h; actives 1.6% (n = 360,000); Potency, µM (top dose mostly 46.1 µM), without a hit: at the highest dose activity, negative = less viability, actives largely listed as cytotoxic;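 note: NT is the 2HG producing partner of a matched IDH1 knockdown line; potency is the fitted concentration of half-maximal effect; 0% = DMSO-treated cells and -100% = media-only wells without cells; nearly all actives have a fitted effect of over 55% in size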
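Luminescent CellTiter-Glo readout after 48 hours of compound exposure at 37 degrees C defined viability of HT-1080-NT cells. Activity was normalized to DMSO wells and cell-free media wells; concentration-response curves were fitted and assigned curve classes.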
HT1080 IDH1KD tx = qHTS for induction of synthetic lethality in tumor cells producing 2HG: qHTS for the HT-1080-IDH1KD cell line; Potency, µM (highest dose often 46.1 µM), inactives show at the highest dose activity, negative = toxicity, usual class: cytotoxic; HT-1080 IDH1 knockdown viability, ATP luminescence, 48 h; actives 2% (n = 360,000);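 note: potency is the fitted concentration of half-maximal effect; 0% = DMSO wells and -100% = cell-free medium wells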
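HT-1080-IDH1KD cells (IDH1 knocked down), 750/well in RPMI with 5% FBS, treated with compound 48 h at 37 degrees C. Viability by CellTiter-Glo luminescence, normalised to DMSO and no-cell wells; concentration-response curves classed.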
MCF10A rerep = A quantitative high throughput screen for small molecules that induce DNA re-replication in MCF 10a normal breast cells; MCF 10A DNA re-replication, Hoechst nuclear intensity, 48 h; Potency, µM (top dose mostly 46.1 µM), for inactives: at the highest dose activity, positive = re-replication, actives largely listed as activators; AID 624296, 2012; actives 2.9% (n = 350,000); note: potency is the fitted concentration of half-maximal effect; % of control where 0% means no effect; nearly all actives have a fitted effect of over 50% in size
SW480 rerep = A quantitative high throughput screen for small molecules that induce DNA re-replication in SW480 colon adenocarcinoma cells; SW480 DNA re-replication, Hoechst DNA content imaging, 48 h; Potency, µM (series often up to 46.1 µM), without a hit: top-dose re-replication activation, most hits filed as activators; actives 1.8% (n = 340,000); AID 624297, 2012; note: potency is the fitted concentration of half-maximal effect; % of control where 0% means no effect; nearly all actives have a fitted effect of over 55% in size
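Readout is total intensity of Hoechst-stained nuclei, excited at 405 nm and collected at 500-530 nm. Compound treatment lasted 48 hr at 37 C in 5% CO2 before staining.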
KB-3-1 cytotox = qHTS assay for MDR1-selective chemotherapeutics: Primary screen using the parental adenocarcinoma cell KB-3-1. AID 1347075, 2019. Potency, µM (titrated, usually from 46.1 µM), inactives show top-dose activity change, negative = cytotoxic, most hits filed as cytotoxic. KB-3-1 viability, CellTiter-Glo ATP luminescence, 72 h. actives 1.4% (n = 400,000); note: potency is the fitted concentration of half-maximal effect; % is set by controls: 0 for no effect and ±100 for the full control effect; nearly all actives have a fitted effect of over 60% in size
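Using CellTiter-Glo luminescence, growth of non-resistant KB-3-1 adenocarcinoma cells is assessed 72 h after pin-tool compound addition at 37 °C. Normalized responses across the concentration series yield fitted curves.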
GLP1R cytotox = qHTS of GLP-1 Receptor Inverse Agonists: Cytotox Screen. Potency, µM (top dose mostly 38.3 µM), inactives show at the highest dose activity change, negative = inhibition, hits mostly inhibitors. AID 624418, 2012. HEK293 cAMP-luciferase reporter cells, luminescence, 24 h. actives 0.13% (n = 410,000);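 note: loss of luciferase light is scored as toxicity; potency is the fitted concentration of half-maximal effect; % is set by controls: 0 for no effect and ±100 for the full control effect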
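Step one: seed cells (200 cells/uL, DMEM with 10% Nu serum, 1% pen-strep). Step two: 12-hour incubation at 37 deg C. Step three: pin 23 nL compound, incubate 24 hr. Step four: add luciferase reagent, read luminescence 12 min later.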
D3 ag = qHTS of D3 Dopamine Receptor Agonist: qHTS; actives 0.58% (n = 410,000); D3R DiscoveRx beta-arrestin cells, luminescence, 90 min; AID 652048, 2013; max activation, %; D(3) dopamine receptor (Homo sapiens), P35462; in the data active = max activation above about 30%; note: 0% is about no effect; mostly tested at two doses, the higher about 12 µM
Target sequence (P35462 whole entry, looked up): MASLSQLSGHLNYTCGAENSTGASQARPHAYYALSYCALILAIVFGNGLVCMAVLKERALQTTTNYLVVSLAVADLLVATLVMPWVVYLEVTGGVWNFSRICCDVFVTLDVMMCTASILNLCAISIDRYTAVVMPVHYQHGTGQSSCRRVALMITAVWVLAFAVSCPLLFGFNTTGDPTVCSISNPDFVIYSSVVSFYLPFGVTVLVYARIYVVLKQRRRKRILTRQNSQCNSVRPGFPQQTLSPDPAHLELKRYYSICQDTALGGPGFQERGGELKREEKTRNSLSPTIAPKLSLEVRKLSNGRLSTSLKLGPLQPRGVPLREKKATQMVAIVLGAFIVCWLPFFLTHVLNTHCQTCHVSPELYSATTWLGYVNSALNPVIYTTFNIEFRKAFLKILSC
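Agonist mode: compounds and dopamine controls were applied to plated cells for 90 min at 37 degrees C after an overnight attachment at 1500 cells/well. Luminescent read-out followed 30 - 60 minutes at room temperature with DiscoveRx detection reagent.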
* marks the source's active call; other numbers are inactive results; ? = inconclusive; · = no result given; [ ] = remark or other dose. Unless noted, calls come from the whole dose curve; as a rule, active = well fitted curve in the direction sought with a large enough effect; inconclusive = small, poorly fitted or top-dose-only effect, or another doubt; inactive = no such curve, though single readings can be large; an effect the other way counts as inactive or inconclusive.

SMILES	KB-V1 MDR tox	IL-1B inflam inh	HT1080NT lethal	HT1080 IDH1KD tx	MCF10A rerep	SW480 rerep	KB-3-1 cytotox	GLP1R cytotox	D3 ag
CC(C)(C)c1ccc(S(=O)(=O)N2CCC(NC(=O)c3ccco3)CC2)cc1	-11%	1	0%	0%	7%	-1%	10%	0%	25
Cc1nnc(SCc2cc(=O)[nH]c(N3CCN(Cc4ccccc4)CC3)n2)s1	0%	-3	0%	0%	0%	-11%	13%	17%	-6
Cc1cc(C)nc(SCC(=O)c2ccc(F)cc2F)n1	2%	-7	11%	6%	6%	7%	5%	-17%	4
COC(=O)c1cc(=O)n(-c2c(Cl)cc(C(F)(F)F)cc2Cl)[nH]1	16%	-1	3%	2%	?	?	8%	0%	14
Cc1ccc(OCCCCNC(C)c2ccccc2)c(C)c1 (stereo not given)	?	-91*	?	?	?	?	?	-18%	-20
c1ccc(Nc2ccc3c4c(cccc24)CC3)cc1	-20%	0	0%	?	16%	-1%	-14%	9%	2
COc1ccccc1N1CCN(CC(=O)Nc2ccc(Cl)c(C(F)(F)F)c2)CC1	?	-10	-26%	?	-5%	10%	-10%	-26%	-31
Clc1cccc(N2CCN(c3ncnc4c3nc3n4CCCCC3)CC2)c1	15µM*	·	·	·	·	·	13µM*	-14%	1
O=C(NCCN1CCNCC1)c1ccccc1O	4%	-7	-1%	7%	-1%	?	0%	0%	2
O=C(Nc1cc(Cl)ccc1Oc1ccccc1)C1=COCCO1	?	-12	-10%	-8%	?	2%	3%	7%	-15
O=C1NC[C@H](Cc2ccc(O)cc2)N(C[C@@H]2CCCN2C[C@H](Cc2ccc(O)cc2)N2C[C@H](Cc3ccccc3)N(CCc3ccccc3)C(=O)C2=O)C1=O	-1%	13	3%	5%	·	·	22%	2%	-15
CSCC[C@H](NC(=O)[C@@H]1Cc2ccccc2CN1)C(=O)NC1CCCCC1	?	27	0%	0%	3%	3%	-2%	-27%	-9
Clc1cccc(-c2ccnc3nc(-n4cccc4)nn23)c1	-1%	-6	12%	-5%	-21%	-1%	7%	0%	0
Cc1ccc(Sc2sc(=O)n(C)c2S(=O)(=O)c2ccc(C)cc2)cc1	-6%	4	16%	4%	10%	4%	-12%	0%	-5
CCOC(=O)c1noc2ncnc(N3CCN(c4cccc(C(F)(F)F)c4)CC3)c12	0%	·	·	·	·	·	-3%	4%	-10
Cc1cc(N2CC(C(=O)Nc3nccs3)CC2=O)ccc1C(C)C (stereo not given)	-4%	4	0%	-2%	0%	0%	11%	0%	4
COc1ccc(NC(=O)c2ccccc2-c2ccccc2)c(C)c1	3%	-8	6%	4%	-4%	3%	-1%	0%	3
CN(C)C(=O)Nc1ccccc1CC[N+](=O)[O-]	3%	-65*	2%	-1%	-1%	-10%	-6%	-2%	-7
NS(=O)(=O)c1ccc(N/N=C/c2ccccc2Br)cc1	-10%	-106*	?	?	6%	4%	-5%	-2%	-1
O=C(CCn1c2c(c3ccccc31)CCCC2)NNC(=O)c1ccccc1Cl	-5%	-6	-10%	-16%	-2%	17%	5%	-5%	0

Reprinted from the part before: 3 compounds, then new ones.
SMILES	KB-V1 MDR tox	IL-1B inflam inh	HT1080NT lethal	HT1080 IDH1KD tx	MCF10A rerep	SW480 rerep	KB-3-1 cytotox	GLP1R cytotox	D3 ag
CN(C)C(=O)Nc1ccccc1CC[N+](=O)[O-]	3%	-65*	2%	-1%	-1%	-10%	-6%	-2%	-7
NS(=O)(=O)c1ccc(N/N=C/c2ccccc2Br)cc1	-10%	-106*	?	?	6%	4%	-5%	-2%	-1
O=C(CCn1c2c(c3ccccc31)CCCC2)NNC(=O)c1ccccc1Cl	-5%	-6	-10%	-16%	-2%	17%	5%	-5%	0
COc1ccc(CCNc2nc(C)nc3c2nnn3Cc2ccccc2)cc1OC	-8%	18	-4%	-5%	-2%	2%	11%	1%	3
CCOC(=O)c1cc2sc(C)cc2n1CC(=O)Nc1ccc2c(c1)OCCO2	0%	7	4%	-1%	2%	1%	-5%	-21%	5
Cc1cccc(CNC(=O)CN2C(=O)CCCc3ccccc32)c1	-1%	·	·	·	·	·	4%	-2%	-5
NC(=O)c1ccccc1NC(=O)CN1CCCCCC1	0%	33	14%	9%	11%	-11%	-10%	-15%	5
CCOC(=O)/C(=N\Nc1ccc(C(C)=O)cc1)c1csc(Nc2ccccc2)n1	?	3	16µM*	16µM*	23%	?	?	42%[activator]	3
COc1ccccc1-n1c(COc2ccccc2-c2ccccc2)nnc1SCC(=O)c1c(N)n(C)c(=O)n(C)c1=O	10%	31	-4%	-2%	1%	1%	2%	24%	7
Cc1cccc(C(=O)NCC(=O)OCCOc2ccccc2Cl)c1	0%	8	-3%	0%	12%	-2%	9%	-8%	-7
Cc1cccc(N(C(=O)Nc2ccc(Cl)cc2)C2=NCC(C)S2)n1 (stereo not given)	-6%	1	-1%	-12%	5%	-3%	4%	7%	2
O=P(c1cccs1)(c1cccs1)c1cccs1	-7%	17	-2%	-6%	1%	0%	7%	-5%	5
CCn1c(SCC(=O)Nc2ccc(C(C)=O)cc2)nc2nc3c(cc2c1=O)CCCC3	-22%	-55*	6%	-9%	?	2%	-16%	-28%	30*
CCOC(=O)Nc1ccc(S(=O)(=O)Nc2nccc(C)n2)cc1	-2%	63	4%	2%	0%	-4%	3%	6%	0
N#Cc1ccccc1NC(=O)COC(=O)CCc1ccccc1	11%	19	20%	12%	-12%	-5%	22%	1%	4
Cc1ccc(C(O)c2ccc(-n3ccnc3)cc2)cc1 (stereo not given)	2%	-8	-2%	-7%	6%	0%	-4%	14%	-1
CCc1ccc(Oc2cc(Cl)nc(N)n2)cc1	-7%	10	21%	0%	?	-2%	13%	-3%	0
C[C@H](CO)N1C[C@H](C)[C@H](CN(C)Cc2ccccc2)Oc2ncc(Br)cc2C1=O	?	-25	-2%	-2%	·	·	-14%	3%	-5
COc1cccc(CN2CCc3nc(Nc4ccc5c(c4)OCCO5)ncc3C2)c1	-23%	·	·	·	·	·	-10%	-15%	19
Cn1ncc2nc(SCC(=O)Nc3ccc(Br)cc3F)n(Cc3ccccc3)c(=O)c21	-5%	·	·	·	·	·	-2%	3%	7
COc1ccc(NC(=O)Cc2nnc(SCC(=O)Nc3cc(C)ccc3OC)n2C)cc1	11%	0	2%	1%	-3%	-3%	9%	-13%	0
CCC(C)[C@H](NC(=O)OC(C)(C)C)c1nnc(SCc2c(C)[nH]c(=O)[nH]c2=O)o1 (stereo not given in full)	16%	-3	3%	-5%	?	12%[9.22 µM]	-10%	0%	-8
O=C(COC(=O)Cc1ccsc1)Nc1ccc(Br)cc1F	23%	0	-1%	9%	-6%	-5%	14%	-11%	2
CCc1ccc(-c2nn(CC(=O)Nc3ccccc3C)c3c2cnc2ccc(C)cc23)cc1	?	·	·	·	·	·	7%	-6%	3
CC(SCC(=O)O)c1nc2ccccc2[nH]1 (stereo not given)	19%	-3	9%	1%	21%	-69%[inhibitor]	9%	-8%	-1
COc1ccc(CCNC(=O)COC(=O)Cc2c[nH]c3ccccc23)cc1OC	?	27	6%	8%	0%	-3%	-2%	19%	3
Cn1cc(-c2ccc(C(=O)NCc3cccc(Cl)c3)c3occc23)cn1	-3%	?	-20%	-22%	·	·	0%	7%	6
CCCN(CCC)CCCNC(=O)C1CCC(CNS(=O)(=O)c2ccc(NC(C)=O)cc2)CC1 (stereo not given)	?	·	·	·	·	·	6%	5%	6
CN(C)c1oc(-c2ccccc2Cl)nc1S(=O)(=O)c1ccccc1	3%	-17	11%	-5%	-3%	-8%	14%	-25%	4
COc1ccc(/C=C/C(=O)OCC(=O)NC2CCCCCC2)cc1	21%	-6	3%	4%	·	·	1%	-5%	0
OCCC1CN(Cc2cccs2)CCN1Cc1ccccc1 (stereo not given)	-16%	0	-11%	18%	10%	0%	2%	0%	-19
O=C(CN1CCOc2ccccc21)N1CCN(c2cccc(Cl)c2)CC1	-13%	?	-1%	-10%	3%	4%	-9%	-13%	-14
O=C(Nc1c(C(=O)Nc2cccc(F)c2)oc2ccccc12)c1ccc2c(c1)OCO2	-4%	10	1%	-4%	0%	3%	-11%	4%	-14
NC(=O)CN1C(=O)C(=O)N(Cc2ccc(Cl)cc2)C1=O	3%	-15	6%	2%	2%	-9%	0%	-12%	0
CCOC(=O)C1CCN(C(=O)CCc2c(C)nc3cc(-c4ccc(OC)cc4OC)nn3c2C)CC1	-1%	4	7%	21%	-2%	-5%	4%	-18%	10
COc1ccc(OC(C)=O)c(C2c3cc(OC)c(OC)cc3CCN2C(C)=O)c1 (stereo not given)	-14%	2	-2%	-10%	-10%	?	-4%	-17%	4
Cc1ccc(C)c(NC(=S)NC(C)C(c2cccs2)N2CCOCC2)c1 (stereo not given)	3%	-12	1%	10%	0%	?	6%	1%	1
CSc1ccccc1NC(=O)CN(C)CC(=O)NCC(=O)Nc1ccc(F)cc1	-23%	2	0%	17%	9%	1%	-7%	-8%	2
CCC(=O)c1ccc(OCC(=O)NCC2COc3ccccc3O2)cc1 (stereo not given)	-3%	9	-2%	0%	-2%	4%	0%	1%	-2
